Compound activity from PubChem BioAssay.
HT1080 IDH1KD tx = toxicity to HT-1080 IDH1 knockdown cells (counter line); HT-1080 IDH1 knockdown viability, ATP luminescence, 48 h; Potency, µM (titrated, usually from 46.1 µM), for inactives: at the top dose activity, negative = toxicity, hits mostly cytotoxic; hit rate 2% among 360,000;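 further: potency means the concentration at half of the fitted maximal effect; 0% = DMSO wells and -100% = cell-free medium wells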
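After a 2 h attachment period, IDH1KD HT-1080 cells took pin-transferred compound for 48 h at 37 °C; ATP-based luminescence after 10 min room-temperature reagent incubation reported viability.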
KB-3-1 cytotox = kills parental KB-3-1 adenocarcinoma cells. KB-3-1 viability, CellTiter-Glo ATP luminescence, 72 h. Potency, µM (highest dose often 46.1 µM), without a hit: at the top dose activity change, negative = cytotoxic, most hits filed as cytotoxic. hit rate 1.4% among 400,000. AID 1347075; further: potency means the concentration at half of the fitted maximal effect; on the % scale 0 is the no-effect control and ±100 the full control effect; nearly all actives have a fitted effect of over 60% in size
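Luminescent ATP read-out (CellTiter-Glo) measures survival of drug-naive KB-3-1 cells after 72 h compound exposure at 37 °C. Titration series was screened from lowest to highest concentration, with DMSO vehicle plates as background controls.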
IL-1B inflam inh = inflammasome signaling inhibition, IL-1 beta readout; activity change, % at 57.5 µM; THP-1 LPS/ATP IL-1B secretion, AlphaLISA, 16 h; active compounds read low; AID 743279; hit rate 4.7% among 360,000; in the data active means activity change below about -50%; inconclusive means mostly about -30% to -49%; further: on the % scale 0 is the no-effect control and ±100 the full control effect
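Secreted IL-1B measured by AlphaLISA bead assay after 16 h compound exposure of THP-1 cells; compounds (final up to 57.5 uM) added 1 h before LPS (250 ng/mL) and ATP (1.25 mM) stimulation; lower signal means less secretion.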
ATXN2 expr inh = inhibitors of ATXN2 expression; HEK-293 ATXN2-luciferase reporter, luminescence, 24 h; Potency, µM (titrated, usually from 57 µM), without a hit: top-dose activity change, negative = inhibition, hits mostly inhibitors; hit rate 0.72% among 360,000; AID 1745845; further: potency means the concentration at half of the fitted maximal effect; on the % scale 0 is the no-effect control and ±100 the full control effect; nearly all actives have a fitted effect of over 55% in size
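ATXN2-luciferase reporter cells (luciferase flanked by upstream and downstream ATXN2 gene portions) were treated 24 h at 37 °C with compounds at up to 57 uM. SteadyGlo luminescence gave expression; GF-AFC fluorescence gave viability.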
MCF10A rerep = inducers of DNA re-replication in MCF 10A breast cells | Potency, µM (highest dose often 46.1 µM), for the others: at the top dose activity, positive = re-replication, most hits filed as activators | hit rate 2.9% among 350,000 | MCF 10A DNA re-replication, Hoechst nuclear intensity, 48 h | AID 624296; further: potency means the concentration at half of the fitted maximal effect; % of control where 0% means no effect; nearly all actives have a fitted effect of over 50% in size
SW480 rereplic = induces DNA re-replication in SW480 colon adenocarcinoma cells | Potency, µM (doses to about 46.1 µM), inactives show at the highest dose re-replication activation, usual class: activators | hit rate 1.8% among 340,000 | AID 624297 | SW480 DNA re-replication, Hoechst DNA content imaging, 48 h; further: potency means the concentration at half of the fitted maximal effect; % of control where 0% means no effect; nearly all actives have a fitted effect of over 55% in size
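DNA re-replication was detected as more nuclei of elevated Hoechst intensity after 48 hr exposure to compound (23 nL pinned per well of 250 cells).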
HT1080NT lethal = kills 2HG-producing HT-1080-NT fibrosarcoma cells | Potency, µM (titrated, usually from 46.1 µM), for the others: at the highest dose activity, negative = less viability, actives largely listed as cytotoxic | HT-1080-NT fibrosarcoma viability, CellTiter-Glo ATP luminescence, 48 h | AID 686970 | hit rate 1.6% among 360,000;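 further: NT is the 2HG producing partner of a matched IDH1 knockdown line; potency means the concentration at half of the fitted maximal effect; 0% = DMSO-treated cells and -100% = media-only wells without cells; nearly all actives have a fitted effect of over 55% in size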
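HT-1080-NT fibrosarcoma cells (2HG-overproducing), 750 cells/well in RPMI with 5% FBS, dosed after 2 h and incubated 48 h at 37C. CellTiter-Glo luminescence normalized to DMSO and no-cell wells; concentration-response curves fitted and classed.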
ATXN viability = reduces viability in counter-screen for ATXN expression inhibitors. hit rate 0.49% among 400,000. Potency, µM (series often up to 56.7 µM), actives largely listed as cytotoxic. S2 cells (HEK-293 line with an ATXN2-luciferase reporter) viability, CellTiter-Fluor protease fluorescence, 24 h; further: potency means the concentration at half of the fitted maximal effect; nearly all actives have a fitted effect of over 40% in size
KB-V1 MDR tox = kills drug-selected multidrug resistant KB-V1 cells; KB-V1 MDR cells viability, CellTiter-Glo, 72 h; hit rate 3.4% among 400,000; Potency, µM (series often up to 46.1 µM), without a hit: at the top dose activity change, negative = cytotoxicity, usual class: cytotoxic; further: potency means the concentration at half of the fitted maximal effect; on the % scale 0 is the no-effect control and ±100 the full control effect; nearly all actives have a fitted effect of over 60% in size
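Compound-treated KB-V1 multidrug-resistant cells, 72 h, 37 degrees C; viability by CellTiter-Glo. Fitted qHTS curves give the values.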
* hit, by the source's call; i = inactive; u = inconclusive; x = not tested or not shown; [ ] = another dose, or the depositor's remark. Unless noted, the call rests on the fitted dose curve; in most records, active means well fitted curve in the direction sought with a large enough effect; inconclusive means small, poorly fitted or top-dose-only effect, or another doubt; inactive means no such curve, though single readings can be large; an effect the other way counts as inactive or inconclusive. An unsorted share of the library (roughly 11% active in at least one column).

SMILES	HT1080 IDH1KD tx	KB-3-1 cytotox	IL-1B inflam inh	ATXN2 expr inh	MCF10A rerep	SW480 rereplic	HT1080NT lethal	ATXN viability	KB-V1 MDR tox
O=C(Nc1ccc2ccccc2c1)c1cccc([N+](=O)[O-])c1	-10%	-19%	-16	28%	-1%	-1%	1%	i	4%
O=C(COC(=O)Cc1c(Cl)cccc1Cl)NCCC1=CCCCC1	7%	9%	16	6%	-1%	2%	13%	i	7%
O=C(Nc1ccccc1C(=O)O)c1cc(S(=O)(=O)Nc2cccc(F)c2)ccc1Cl	-3%	12%	13	-13%	-3%	-8%	2%	i	u
CCOCCC(=O)Nc1cc(Cl)ccc1OC	-3%	7%	7	-8%	6%	-7%	12%	u	19%
COc1ccc(C)cc1NC(=O)CN1C(=O)COc2ccc(C)cc21	-7%	-2%	-5	-37%	10%	4%	-10%	i	-1%
O=C(NCc1cccnc1)Nc1ccc(F)cc1F	1%	3%	0	-14%	9%	2%	0%	i	5%
COCCNc1nc(NCC2CCCCC2)c2sc(-c3ccccc3)cc2n1	18µM*	u	-103*	35µM*	x	x	18µM*	18µM*	u
O=C(NCCN1CCOCC1)c1cc2sccc2n1Cc1ccc(Cl)cc1	u	5%	-1	-14%	-7%	2%	u	i	2%
Cc1cccc(Cn2cnc3c(nnn3Cc3ccc(F)cc3)c2=O)c1	-5%	7%	-5	-1%	-5%	-7%	11%	i	-15%
CCc1ccc(NC(=O)Cn2ncn3c(cc4ccccc43)c2=O)cc1	-11%	6%	40	6%	u	14%	-8%	i	-4%
CC1(c2nnc(-c3ccccc3)o2)CC(c2ccc([N+](=O)[O-])cc2)=NO1 (centres undefined)	-19%	10µM*	10	-34%	28%	6%	-4%	u	21µM*
CS(=O)(=O)N1CCCC(C(=O)Nc2ccccc2Cl)C1 (centres undefined)	1%	13%	25	1%	2%	-4%	-8%	i	0%
COC(=O)c1cc(C(=O)OC)[nH]n1	14%	7%	10	-7%	-2%	-2%	21%	i	-2%
O=C(Nc1ccccc1F)c1coc(=O)c(Br)c1	7%	0%	0	25%	u	u	2%	u	-1%
CCc1ccc(NC(=O)C(=O)NNC(=O)COc2cccc(OC)c2)cc1	-2%	20%	-2	-1%	0%	-1%	-1%	i	0%
COCCN1Cc2cccc(C(=O)NCc3cccs3)c2C1=O	2%	u	22	6%	-5%	-1%	3%	i	2%
CCn1c2ccccc2n2c(=O)c(=O)n(CC(=O)Nc3ccc(C(C)C)cc3)nc12	9%	10%	22	0%	0%	-5%	3%	i	-24%
CC1(C)CCc2c([nH]c3ccccc3c2=O)O1	-3%	0%	4	0%	8%	2%	-3%	i	0%
N#Cc1ccccc1NC(=O)c1cccc(COc2ccc(Cl)cc2Cl)c1	2%	7%	2	-16%	u	0%	12%	i	0%
COc1ccc(/C=C/C(=O)NCC(=O)N2CCC(N(C)CCN3CCOCC3)CC2)cc1OC	3%	5%	-5	2%	4%	-8%	3%	i	-15%

A few values from the results shown.
Reading of COC(=O)c1cc(C(=O)OC)[nH]n1 under HT1080NT lethal: 21%
Reading of N#Cc1ccccc1NC(=O)c1cccc(COc2ccc(Cl)cc2Cl)c1 under HT1080NT lethal: 12%

Reprinted from above for reference:
SMILES	HT1080 IDH1KD tx	KB-3-1 cytotox	IL-1B inflam inh	ATXN2 expr inh	MCF10A rerep	SW480 rereplic	HT1080NT lethal	ATXN viability	KB-V1 MDR tox
CC1(c2nnc(-c3ccccc3)o2)CC(c2ccc([N+](=O)[O-])cc2)=NO1 (centres undefined)	-19%	10µM*	10	-34%	28%	6%	-4%	u	21µM*
CS(=O)(=O)N1CCCC(C(=O)Nc2ccccc2Cl)C1 (centres undefined)	1%	13%	25	1%	2%	-4%	-8%	i	0%

Later entries
SMILES	HT1080 IDH1KD tx	KB-3-1 cytotox	IL-1B inflam inh	ATXN2 expr inh	MCF10A rerep	SW480 rereplic	HT1080NT lethal	ATXN viability	KB-V1 MDR tox
COc1ccc(/C=N/NC(=O)c2c([N+](=O)[O-])c(C)nn2C)cc1	19%	11%	0	1%	-83%[inhibitor]	u	17%	i	-3%
Oc1ccc(C=NN=C2c3ccccc3-c3ccccc32)c(O)c1	-1%	u	-58*	0%	17%	2%	0%	u	u
COc1ccccc1NS(=O)(=O)c1cc(NC(=O)Nc2cccc(C)c2)ccc1N1CCCCC1	1%	-15%	12	-6%	1%	-1%	-3%	i	u
COc1ccc(-c2coc3cc(O)ccc3c2=O)cc1O	8%	0%	-16	32%[activator]	-6%	-4%	1%	i	-13%
COc1ccc(CCNC(=O)C2CCCN2C(=O)Nc2ccc(F)cc2)cc1OC (centres undefined)	15%	6%	22	-3%	4%	14%	12%	i	-11%
COc1ccc(C2CC(c3ccc(Br)cc3)=NN2C(=O)CSC2=NCCS2)cc1 (centres undefined)	u	u	-65*	21%	19%	u	u	i	u
Cc1ccc(OCC(=O)NNC(=O)c2cccnc2)cc1	4%	-2%	8	-4%	3%	1%	1%	i	12%
C=CCOC(=O)C1=C(C)NC(=S)NC1/C=C/c1ccccc1 (centres undefined)	u	0%	-3	-30%	-5%	15µM*	13µM*	i	-11%
CC1CN(S(=O)(=O)c2cccc(C(=O)NNC(=O)C(C)Oc3ccccc3F)c2)CC(C)O1 (centres undefined)	6%	u	32	10%	-9%	u	12%	i	3%
O=C(N=C1SC2CS(=O)(=O)CC2N1c1ccccc1)c1cccc([N+](=O)[O-])c1 (centres undefined)	-2%	21%	-11	7%	13%	-8%	9%	i	-24%
Cc1ccc(C2=NN(C(=O)CCC(=O)O)C(c3cccc([N+](=O)[O-])c3)C2)cc1 (centres undefined)	-4%	-6%	-4	2%	-24%	-2%[1.84 µM]	1%	i	0%
Cc1noc(C)c1-c1ccc(C(=O)NCC(C)C)c2occc12	5%	-1%	-1	32%[activator]	x	x	11%	i	-16%
Cc1cc(=O)[nH]c2cc(Cl)ccc12	6%	17%	12	5%	13%	13%	-2%	i	0%
O=C(CSc1nc(C2CC2)nc2ccccc12)Nc1ccccc1Cl	2%	-16%	-4	-25%	-2%	-14%	14%	u	-13%
CC(C)Oc1cccc(NC(=O)C2(C)CCCN2C(=O)C(C)C)c1 (centres undefined)	u	0%	0	-4%	x	x	2%	i	21%
O=C(COC(=O)C1CCN(S(=O)(=O)c2ccc3c(c2)OCCO3)CC1)NC1CCCCC1	1%	3%	13	2%	-10%	13%	-1%	u	4%
CSc1ccc(CCNC(=O)CN2C(=O)COc3ccc(S(=O)(=O)N4CCCCCC4)cc32)cc1	x	u	x	0%	x	x	x	u	u
CCCOc1ccc(S(=O)(=O)NNC(=O)c2cc3ccccc3o2)cc1	-2%	22%	43	-12%	-5%	u	1%	i	u
COc1cc(C(=O)NC(C)Cc2ccccn2)ccc1OC1CCN(C(C)=O)CC1 (centres undefined)	13%	2%	2	2%	1%	10%	1%	i	16%
Cc1occc1C(=O)NCCc1cccc(Cl)c1	1%	-16%	-10	53%[activator]	-9%	1%	-7%	i	u
CCOC(=O)C1(C)CCCCCN1C(=O)c1ccc(OC)cc1 (centres undefined)	2%	0%	59	2%	x	x	23%	i	3%
Oc1ccc(Nc2ncnc3c2oc2ccccc23)cc1	-21%	-3%	-17	x	21%	6%	-17%	u	-1%
Cc1ccc(NC2CCCN(C(=O)CCCN3CCCCC3=O)C2)cc1C (centres undefined)	7%	3%	-14	7%	9%	-3%	2%	u	u
O=C(c1ccccc1)c1c(O)cc(-c2ccccc2)oc1=O	4%	4%	96	2%	1%	0%	0%	i	18%
Cc1nn(C)c(C)c1CN(Cc1nc(CCC(C)C)no1)C(C)C	u	0%	-6	-26%[11.3 µM]	13%	4%	-13%	u	0%
O=C(c1cc(COc2ccc(F)cc2Cl)on1)N1CCSCC1	6%	5%	u	67%[activator]	2%	14%	20%	i	-11%
COc1ccc(C2(c3ccc(OC)cc3)NC(=O)N(CC(=O)NC3CCCC3)C2=O)cc1	0%	8%	5	-2%	0%	-43%[inhibitor]	8%	u	18%
Cc1cncc(NCc2ccc3c(c2)OCO3)n1	2%	0%	17	38%	x	x	9%	i	3%
c1ccc2[nH]c(CN3CCCCC3)nc2c1	14%	14%	16	0%	-6%	-5%	20%	u	1%
C[C@@H]1CN([C@@H](C)CO)C(=O)c2cc(N(C)C)ccc2O[C@@H]1CN(C)S(C)(=O)=O	9%	15%	2	3%	26%	-9%	19%	i	0%
CC(C)CCNC(=O)c1onc(CSc2ccncc2)c1C(=O)NCCC(C)C	-15%	-9%	u	-20%	u	-2%	-18%	u	u
CCc1ccc(S(=O)(=O)c2nnn3c2nc(Nc2cc(OC)cc(OC)c2)c2cc(Cl)ccc23)cc1	x	-3%	x	7%	x	x	x	i	u
CCOc1ccccc1NC(=O)CC1C(=O)NCCN1C(=O)c1ccc(F)cc1 (centres undefined)	x	23%	x	-2%	x	x	x	i	0%
Fc1cccc(Nc2ncnc3c2cnn3-c2ccccc2)c1	-8%	-29%	-10	-26%	19%	-1%	-8%	u	u
Cc1ccc(CN2CCN(Cc3cnn(-c4ccc(F)cc4)c3)CC2CCO)o1 (centres undefined)	1%	-6%	42	x	1%	21%	-8%	i	u
O=C(O)c1cccc(OS(=O)(=O)c2cc(Br)ccc2Br)c1	-22%	4%	10	x	-1%	-9%	-4%	i	0%
COc1cccc(C(=O)NCC(=O)N/N=C/c2cn[nH]c2-c2ccccc2)c1	-5%	20%	39	-13%	-2%	-14%	2%	i	19%
CCOc1ccc2nc(NCCNC(=O)Nc3ccccc3)c(C#N)cc2c1	u	-10%	1	-34%	u	u	u	i	u
Cn1c2cc(C#N)sc2c2cnn(Cc3ccc(F)cc3)c(=O)c21	x	0%	x	12%	18%	1%	x	i	0%
COc1ccc(C(=O)c2ccc(Br)cc2)cc1	4%	u	-18	52%[activator]	-1%	-3%	13%	i	-1%
